Lipid droplet: inhibitors of hepatocyte lipid droplet formation, primary screen, imaging, high-throughput imaging, BODIPY stain; AML12 mouse hepatocytes, oleate lipid droplets; inhibition, % at 6.5 µM; actives 0.4% (n = 240,000); AID 1656, 2009;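 active means lipid droplet intensity inhibited by at least 50%, with more than 500 cells counted; inconclusive means wells with under 300 cells, treated as cytotoxic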
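Assay system: AML12 hepatocytes (mouse); Probe or stimulus: oleic acid at 100 µM to induce lipid droplet formation; Dosing: compound at 6.5 µM only; Schedule: compound with oleate, overnight; Detection: fluorescence imaging, 20x objective, two fields per well; Measure: % inhibition of lipid droplet signal.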
MT stabilize HCS: microtubule stabilizers in HeLa cells, primary screen, imaging, high-content imaging | HeLa tubulin immunostaining HCS, 24 h; share of cells brighter than vehicle mean+2SD | % tubulin-high responders, % at 10 µM | actives 0.83% (n = 200,000) | AID 2205, 2009;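 active means plate Z-score above 3 for both tubulin-high and condensed-nucleus cell shares, with cell loss under 80%, at 10 µM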;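 further: anti alpha tubulin signal scored within the nucleus-defined area of each cell; some results filed as inactive read as strong as hits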
HEK293 NOD2/NF-kB: NOD2 signaling inhibitors, cell-based, luminescence, uHTS, HEK293 (AID 1566). HEK293 NOD2/NF-kB luciferase reporter, luminescence; higher % means a stronger effect. inhibition, % at 4 µM, or EC50 in µM where a hit was titrated. actives 0.63% (n = 290,000); in the data active means inhibition above about 50%; further: many of its hits are not listed in these tables
Ins promoter up: insulin promoter activators in MIN6 cells, imaging, high-content screening, mouse beta cells; actives 0.3% (n = 190,000); AID 1625, 2009; z-score at 5 µM; MIN6 insulin promoter-GFP reporter; hits give high values;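 active means z-score above 3 at 5 µM with at least 500 cells counted in the well; inconclusive means wells under 500 cells, flagged as cytotoxic or low count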
Yfh1-off respiration: enhancers of respiration in Yfh1-depleted yeast, dose response, Friedreich's ataxia, plus single-dose screen (AID 1465); S. cerevisiae Yfh1-off respiration, WST-1 reduction, 72 h; higher fold induction means a stronger effect; fold induction at 50 µM, or EC50 in µM where a hit was titrated; actives 0.074% (n = 220,000);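 active means fold induction of absorbance versus untreated yeast above a set limit, then at least 30% activation at any dose in follow-up; inconclusive means repeats straddling the limit, or above it without dose testing; inactive means fold induction below the set limit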;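 further: activators that raise dye reduction in frataxin-depleted yeast; strong numbers were not always called active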
Dynein transport: inhibitors of GR-EGFP nuclear translocation, primary screen, dynein cargo transport inhibitor project, imaging, high-content, 3617.4 mouse cells; test concentration mostly 20 µM; stimulated with dexamethasone, 1 µM; hits give low values; actives 0.47% (n = 220,000); AID 1381, 2008; z-score, hits read low;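 active means plate z-score of nuclear minus cytoplasmic receptor signal below a set negative limit, without overly bright fluorescence or cell loss, cut at about -3.5 in these data, passing the limit was not always enough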;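 further: z-score of nuclear minus cytoplasmic ring GR-EGFP intensity difference per well; some compounds called inactive have numbers as strong as hits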
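Buffer or medium: tetracycline-free induction medium containing charcoal-stripped FBS / Reagent: dexamethasone agonist, 1.0 µM final, for 30 min / Technique: automated 10x imaging of fixed Hoechst-stained cells / Times: induction 48 h, compound 1 h, agonist 30 min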
Autophagy mod: autophagy modulators in MEF cells, primary screen, imaging, high-content, MEF GFP-LC3; MEF GFP-LC3 puncta imaging; test concentration mostly 10 µM; calls only at 10 µM (by protocol); actives 0.98% (n = 190,000);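 active means percentage of spot-positive cells more than 3 SD above its plate mean, without a fluorescence outlier flag or 80% toxicity; inconclusive means no clear call, values can overlap the other calls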;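 further: spot-positive cell cutoff set from DMSO-treated cells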
b-catenin transl: modulators of beta-catenin nuclear translocation, primary screen, imaging, HeLa cells, immunofluorescence, high-content; actives 0.3% (n = 190,000); nuclear translocation activity, % at 5 µM;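 active means nuclear translocation activity above 50% at 5 µM, with a well cell count of 50 or more; inconclusive means wells under 50 cells across six images, flagged as toxic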;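 further: per-cell ratio of nuclear to cytoplasmic median beta-catenin stain intensity; plate controls were DMSO negative control for no effect and GSK-3 inhibitor IX positive control for full effect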
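Test system: human HeLa cells, native beta-catenin. Compound dosing: 5 µM primary single dose, 0.1% DMSO, 0.02–20 µM confirmation series. Incubation: compound exposure 24 h at 37°C. Detection: beta-catenin immunostaining with DAPI counterstain, 20x imaging, 6 fields/well. Read-out basis: Nuclear/cytoplasmic beta-catenin signal ratio, % activation.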
WT yeast gro inh: growth inhibition of WT strain, primary screen, mitochondrial fusion inhibitor project, WT and mutant strains, chemical genetic; mitochondrial fusion phenotypic screen; actives 2.1% (n = 190,000); AID 1362, 2008; inhibition, % at 10 µM; in the data active means inhibition above about 58%; tested in S. cerevisiae
WT yeast gro inh mutant strain: also measured in WT yeast gro inh; calls as there; inhibition, %; mitochondrial fusion phenotypic screen, mutant strain inhibition
Dynein transport cytoplasmic EGFP: recorded beside Dynein transport, whose call it bears; z-score; measured here: cytoplasmic GR-EGFP intensity; hits give high values
Dynein transport nuclear GR-EGFP: further read-out of Dynein transport, marked with its call; z-score; measured here: nuclear GR-EGFP intensity;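 lower value marks the stronger effect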
Dynein transport cell count: further read-out of Dynein transport, marked with its call; z-score; measured here: cell count per field
Ins promoter up cell count: second read-out of Ins promoter up, no call of its own (marks repeat the call); cell count; measured here: cytotoxicity, nuclei count;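 total cells summed across four imaged fields per well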
Lipid droplet cells 6.5 µM: further read-out of Lipid droplet, marked with its call; cell count; measured here: cell count, cytotoxicity flag;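 cells counted across two imaged fields per well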
b-catenin transl cell count 5 µM: further read-out of b-catenin transl, marked with its call; cell count; measured here: cell count, cytotoxicity flag
MT stabilize HCS Hoechst-high %: further read-out of MT stabilize HCS, marked with its call; % Hoechst-high responders; measured here: nuclear condensation Hoechst responders;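 share of cells brighter than vehicle mean plus two SD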
MT stabilize HCS cytotoxicity %: second read-out of MT stabilize HCS, no call of its own (marks repeat the call); toxicity, %; measured here: cytotoxicity by cell density;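 0% = mean cell density of plate MIN control wells and 100% = no cells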
Autophagy mod cell loss 18 h: also measured in Autophagy mod; calls as there; toxicity, %; measured here: cell loss, nuclei count;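 cell loss after 18 h compound exposure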
Active calls of the source: *; i = inactive; ? = inconclusive; . = not tested or not shown. Only part of the results is shown; count on the stated rates, not on these rows.

SMILES | Lipid droplet | Lipid droplet cells 6.5 µM | MT stabilize HCS | MT stabilize HCS Hoechst-high % | MT stabilize HCS cytotoxicity % | HEK293 NOD2/NF-kB | Ins promoter up | Ins promoter up cell count | Yfh1-off respiration | Dynein transport | Dynein transport cytoplasmic EGFP | Dynein transport nuclear GR-EGFP | Dynein transport cell count | Autophagy mod | Autophagy mod cell loss 18 h | b-catenin transl | b-catenin transl cell count 5 µM | WT yeast gro inh | WT yeast gro inh mutant strain
Cc1ccc(CN2CCN(Cc3ccccc3C(F)(F)F)CC2)cc1 | 0 | 773 | 2.1 | 2.7 | 8.9 | -21% | -0.61 | 997 | i | 0.076 | -0.063 | 0.44 | -0.041 | i | -16 | -6.9 | 1288 | -19 | 2
O=C(CSc1ccc(F)cc1)NC(=O)NCc1ccccc1 | -19 | 698 | 4.0 | 2.4 | 7.1 | 6% | -0.31 | 1202 | i | -0.65 | -0.35 | 0.17 | 0.74 | i | 11 | -2.5 | 1099 | 0 | 10
Cc1cc(C(=O)OC2CCOC2=O)c2ccccc2n1 (stereo not drawn) | . | . | 1.6 | 2.2 | 7.5 | 17% | 0.17 | 1444 | i | 0.025 | -0.19 | 0.86 | 0.19 | i | 3 | -1.0 | 1286 | -23 | -1
CCOCCOC(=O)c1[nH]c2c(c1C)C(=O)CC(c1ccc(N(C)C)cc1)C2 (stereo not drawn) | 11 | 730 | 7.4 | 1.7 | 6.1 | -17% | 0.04 | 1948 | i | 1.6 | 0.082 | 1.4 | -1.5 | . | . | -3.4 | 1164 | -11 | -6
COc1ccc(/C=C(\C#N)C(=O)OCC(=O)NCc2ccc(Cl)cc2)cc1 | 14 | 625 | 2.3 | 2.3 | 0.9 | 6% | 0.88 | 1216 | i | 0.36 | 0.15 | -0.1 | -0.79 | i | 14 | . | . | 5 | 17
COCCCn1cnnc1SCC(=O)Nc1ccc(S(=O)(=O)N2CCCC2)cc1 | 6 | 830 | 2.3 | 1.2 | 5.3 | 8% | . | . | i | 0.39 | -0.27 | 0.25 | 0.92 | i | -3 | . | . | 4 | 17
O=C(NCCNc1nccc(C(F)(F)F)n1)c1cccs1 | -3 | 762 | . | . | . | 11% | -0.02 | 1197 | i | 0.45 | -0.17 | 0.018 | -0.024 | . | . | -0.6 | 1296 | . | .
CC(C)(C)C(=O)NNC(=O)c1cc(C(C)(C)C)nn1Cc1ccccc1 | 2 | 825 | . | . | . | 21% | . | . | i | -0.65 | -0.24 | -0.25 | 1.3 | . | . | 0.2 | 1288 | . | .
CC#CCN1c2ccccc2[C@]23C[C@@H](C(=O)OC)N(C(=O)OCC)C2=NC(C(=O)OC)=C(C(=O)OC)[C@H]13 | 28 | 725 | . | . | . | -40% | . | . | i | 3 | -0.43 | 2.5 | -2.3 | . | . | 1.9 | 1063 | . | .
CCOC(=O)COc1c(-c2ccc(OC)cc2)oc2ccccc2c1=O | 11 | 757 | 3.6 | 2.0 | 3.9 | 0% | . | . | . | 1.4 | -0.24 | 0.49 | 0.25 | i | 37 | 2.0 | 536 | -16 | -4
O=C(CCCn1cnc([N+](=O)[O-])n1)Nc1ccc(F)c(Cl)c1 | 0 | 736 | 1.5 | 2.1 | 3.9 | -3% | -0.06 | 1119 | i | -0.81 | -0.18 | -0.37 | -0.071 | i | 2 | -4.3 | 1094 | -4 | 2
COC(=O)c1cc(Br)ccc1NC(=O)Nc1ccc(C)cc1 | . | . | 1.7 | 1.3 | 8.5 | . | . | . | i | 0.77 | 0.84 | 1.3 | -0.32 | i | -4 | . | . | . | .
CCOC(=O)C(=O)NNc1ccccc1OC | 1 | 692 | . | . | . | -1% | . | . | i | -0.12 | -0.21 | -0.17 | -0.57 | . | . | -1.0 | 1348 | . | .
CC1CCCCC1NC(=O)c1ccc(N2CCCC2=O)cc1 (stereo not drawn) | 15 | 748 | 2.6 | 1.2 | 3.9 | 2% | 0.04 | 1284 | i | 0.2 | -0.043 | 0.86 | -2.4 | i | -2 | . | . | 14 | 13
Nc1c(C(=O)C2CC2)sc2nc(-c3ccccc3)cc(C(F)(F)F)c12 | 15 | 704 | 3.7 | 2.0 | 7.0 | 14% | . | . | i | -6.1 | 19 | 0.1 | 0.035 | ? | . | -7.6 | 1025 | 0 | 5
Cc1[nH]n(S(=O)(=O)Cc2ccccc2)c(=O)c1N=Nc1ccccc1Cl | -22 | 699 | 1.3 | 2.3 | 7.5 | 6% | 0.25 | 1200 | i | -0.87 | -0.21 | -0.49 | 0.16 | i | 7 | 0.1 | 1090 | 21 | 20
COC(=O)c1ccc(NC(=O)CN(c2ccc(C)cc2)S(=O)(=O)c2c(C)nn(C)c2C)cc1 | 1 | 806 | 2.9 | 1.4 | 3.7 | 14% | 0.72 | 1024 | i | 1.6 | 0.54 | 1.1 | -1.2 | i | 24 | . | . | -2 | 6
O=C(N/N=C/c1ccc(N2CCCCC2)o1)c1ccccc1[N+](=O)[O-] | -3 | 702 | 2.3 | 3.0 | 10 | 15% | 0.22 | 1323 | i | -1.1 | -0.065 | 0.03 | 0.45 | i | 15 | . | . | -20 | -6
CC(=O)Nc1cccc(-n2nnc(SCC(=O)c3ccccc3)n2)c1 | -4 | 700 | . | . | . | -48% | . | . | i | 0.51 | -0.23 | 0.14 | -0.43 | . | . | -2.7 | 1152 | . | .
CCOC(=O)c1cnc(-c2ccccc2)[nH]c1=O | . | . | 1.2 | 1.8 | 4.1 | 6% | . | . | i | -0.4 | -0.22 | -0.41 | 0.85 | i | 0 | -0.2 | 877 | 14 | 20
CCOC(=O)c1nnc(-c2ccccc2)nc1NC | . | . | 1.6 | 0.6 | 0.3 | 6% | . | . | i | 2.2 | -0.15 | 0.48 | -1.6 | i | -4 | . | . | -11 | 27
CCSc1ncccc1C(=O)N[C@@H](CCSC)C(=O)OC | 8 | 655 | . | . | . | 1% | 0.02 | 1130 | i | -0.14 | -0.13 | 0.86 | -1.1 | . | . | -1.0 | 1329 | . | .
Cc1cccc(C(=O)Oc2coc(CSc3nnc(NC(=O)C4CC4)s3)cc2=O)c1 | -13 | 641 | 4.2 | 2.8 | 12 | -27% | -0.08 | 1555 | . | -0.65 | -0.25 | -0.53 | 0.33 | i | -2 | -0.8 | 1151 | -4 | 1
O=C(Nc1ccc(N2CCN(C(=O)c3ccccc3)CC2)c(Cl)c1)c1ncn[nH]1 | -15 | 711 | . | . | . | 5% | 0.14 | 898 | i | -0.52 | -0.77 | -0.49 | 0.18 | . | . | -0.9 | 1400 | . | .
COc1ccc(/C=C(/NC(=O)c2ccc(C)cc2)C(=O)NCC2CCCO2)cc1 (stereo not drawn) | 27 | 711 | 2.8 | 1.0 | 6.3 | 0% | 0.19 | 1285 | i | -0.21 | -0.28 | 0.019 | 0.26 | i | 26 | -0.6 | 1133 | -17 | 1
N#Cc1c(Nc2ccccc2)s[nH]c1=O | 3 | 701 | . | . | . | 21% | 0.69 | 1030 | i | -1.1 | -0.19 | -0.17 | 0.85 | . | . | 0.0 | 1335 | . | .
CS(=O)(=O)c1ccc(Cl)c(NC(=O)CCc2ccccc2)c1 | 1 | 667 | 4.2 | 1.7 | 6.2 | 3% | 1.3 | 1690 | i | -0.036 | -0.26 | 0.017 | 0.95 | i | -2 | -1.1 | 1026 | 3 | 8
CNc1nc2[nH]c(=O)c3c(c2s1)OC(N)=C(C#N)C3c1ccccc1 (stereo not drawn) | 7 | 607 | 2.5 | 3.0 | 6.9 | -7% | 0.04 | 1235 | i | -0.63 | -0.14 | -0.55 | 0.45 | i | -15 | 0.6 | 908 | -1 | 8
CCOC(=O)CC(NC(=O)c1ccco1)c1ccc(C)cc1 (stereo not drawn) | . | . | 3.9 | 2.6 | 7.7 | -2% | -0.42 | 1592 | i | -0.13 | -0.2 | 0.77 | 0.79 | i | -31 | -1.4 | 969 | 2 | -9
